# Tau fluor cs: counter-screen for tau fibril formation inhibitors; Potency, µM (doses to about 57.7 µM), inactives show at the top dose activity change, negative = decrease; hit rate 0.93% among 280,000; tau K18 P301L Alexa594 fluorescence, heparin fibrillization; also: % is scaled to controls: 0 for no effect and ±100 for the full control effect; nearly all actives have a fitted effect of over 55% in size
#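 Human K18 P301L tau (15 uM unlabeled plus 0.24 uM Alexa 594-labeled, final) in 100 mM sodium acetate pH 7 was mixed with compound and 20 uM heparin and incubated 6 hr at 37 C.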
# RECQ1 inh: inhibitors of human RECQ1 DNA helicase | P46063 | RECQ1 DNA unwinding, red fluorescence kinetic read | Potency, µM (titrated, usually from 57.3 µM), for the others: top-dose activity, negative = inhibition, hits mostly inhibitors | hit rate 0.54% among 240,000 | AID 2549;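 also: plate controls were vehicle for no effect and no enzyme for full effect; nearly all actives have a fitted effect of over 30% in size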
#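 RECQ1T1 50 nM; forked duplex (20 bp + 30-nt ss tails) 200 nM, ATP 2 mM final; pH 8.0, 2 mM MgCl2, 2.5 ug/ml poly(dI-dC); 15 min compound preincubation; discontinuous kinetic read over 2 h at RT.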
# Tau FP inhib: inhibitors of human tau fibril formation; P10636; K18 P301L tau heparin fibrillization, Alexa594 FP, 6 h; Potency, µM (highest dose often 57.7 µM), inactives show at the highest dose activity, negative = inhibition, hits mostly inhibitors; hit rate 0.39% among 280,000; also: % is scaled to controls: 0 for no effect and ±100 for the full control effect; nearly all actives have a fitted effect of over 55% in size
# Target sequence (P10636 561-689 P618L limits assumed): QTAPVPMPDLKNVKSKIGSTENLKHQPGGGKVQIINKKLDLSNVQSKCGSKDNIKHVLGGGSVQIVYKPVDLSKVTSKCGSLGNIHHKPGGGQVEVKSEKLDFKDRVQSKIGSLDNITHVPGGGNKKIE
#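 Compound effects on tau fibrillization are measured by Alexa 594 fluorescence polarization (ex 555, em 632 nm). K18 P301L tau is used at 15 uM with 0.24 uM labeled tracer, and 20 uM heparin induces aggregation over 6 hr at 37 C.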
# HTT cytoprotect: cytoprotection in Huntington HTT-Q103 PC12 cell model. PC12 HTT-Q103 induced, cytoprotection, ATP luminescence, 40 h. hit rate 0.14% among 230,000. Potency, µM (highest dose often 56.4 µM), for inactives: cytoprotection (ATP increase), most hits filed as activators;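 also: % of control where 0% means no effect; nearly all actives have a fitted effect of over 45% in size; toxic huntingtin expression switched on by the ecdysone agonist tebufenozide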
#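 Cells were plated at 1500 per well in phenol red-free DMEM with 5% equine and 5% calf serum. Tebufenozide (100 nM final) and compounds were added, then ATPlite reagent, and luminescence was read.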
# TRb-SRC2 inh: TRbeta-SRC2 interaction inhibition | P10828 | TRbeta-SRC2 peptide binding, fluorescence polarization; receptor liganded with 1 µM T3 | Potency, µM (titrated, usually from 106 µM), for the others: top-dose activity change, negative = inhibition, actives largely listed as inhibitors | hit rate 0.065% among 280,000 | AID 1469;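 also: plate controls were bound peptide for no effect and peptide without receptor for full effect; nearly all actives have a fitted effect of over 50% in size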
#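 Assay buffer: 20 mM Tris-HCl, 100 mM NaCl, 10% glycerol, 1 mM EDTA, 0.01% NP-40, 1 mM DTT, 1 uM T3, 5% DMSO; TRb LBD 0.6 uM, Texas Red SRC2 20 nM; FP after 5 hr.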
# L3MBTL1 block: blocks human L3MBTL1 | Q9Y468 | AlphaScreen L3MBTL1–H3K9me1 peptide binding | Potency, µM (doses to about 57.1 µM), for inactives: at the top dose activity, negative = inhibition, hits mostly inhibitors | hit rate 0.66% among 230,000 | AID 485360; also: % is scaled to controls: 0 for no effect and ±100 for the full control effect; nearly all actives have a fitted effect of over 60% in size
# Target sequence (Q9Y468 whole entry, looked up): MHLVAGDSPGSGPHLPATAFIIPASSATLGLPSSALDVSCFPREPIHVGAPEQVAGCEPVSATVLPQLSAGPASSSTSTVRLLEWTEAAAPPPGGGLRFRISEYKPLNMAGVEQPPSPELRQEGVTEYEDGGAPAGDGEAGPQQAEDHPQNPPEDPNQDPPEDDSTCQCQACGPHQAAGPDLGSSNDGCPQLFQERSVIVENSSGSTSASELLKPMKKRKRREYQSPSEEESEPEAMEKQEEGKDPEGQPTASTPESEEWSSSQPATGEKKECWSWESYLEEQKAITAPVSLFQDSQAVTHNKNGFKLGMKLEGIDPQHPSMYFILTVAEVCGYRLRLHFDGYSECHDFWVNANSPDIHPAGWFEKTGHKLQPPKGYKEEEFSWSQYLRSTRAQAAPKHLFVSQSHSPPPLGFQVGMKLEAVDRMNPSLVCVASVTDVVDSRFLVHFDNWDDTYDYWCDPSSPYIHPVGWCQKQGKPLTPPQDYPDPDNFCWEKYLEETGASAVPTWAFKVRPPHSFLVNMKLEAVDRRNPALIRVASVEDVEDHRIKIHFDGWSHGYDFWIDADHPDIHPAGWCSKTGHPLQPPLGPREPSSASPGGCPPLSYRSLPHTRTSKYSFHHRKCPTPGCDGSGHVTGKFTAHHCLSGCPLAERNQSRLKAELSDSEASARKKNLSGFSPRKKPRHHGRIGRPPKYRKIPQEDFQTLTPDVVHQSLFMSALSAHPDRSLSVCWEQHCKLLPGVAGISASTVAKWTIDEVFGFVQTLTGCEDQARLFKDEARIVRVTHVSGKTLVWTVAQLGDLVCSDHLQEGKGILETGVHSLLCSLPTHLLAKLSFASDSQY
#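 L3MBTL1 (50 nM) pre-complexed 30 min with biotinylated H3(1-15)K9me1 peptide (75 nM), then compounds added for 30 min at room temperature; AlphaScreen streptavidin donor/nickel chelate acceptor beads (10 ug/mL final) read after 30 min dark incubation.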
# TR SRC2 fluor cs: counter-screen for TRb-SRC2 inhibitors: fluorescence interference. hit rate 0.29% among 280,000. Potency, µM (titrated, usually from 106 µM), without a hit: top-dose fluorescence change, negative = quenching. TRb/SRC2 Texas Red total fluorescence interference; active = well fitted curve in either direction with a large enough effect; inconclusive = small, poorly fitted or top-dose-only effect; also: % is scaled to controls: 0 for no effect and ±100 for the full control effect
#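 Human TRβ ligand-binding domain (0.6 uM) and Texas Red SRC2 peptide (20 nM) in Tris buffer with 1 uM T3 and 5% DMSO were incubated with pinned compound for 5 hr at ambient temperature. Total fluorescence was computed as S + 2P (555/632 nm).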
# Tau fibril ThT: inhibitors of human tau fibril formation, thioflavin T binding; P10636; recombinant tau K18 P301L (four-repeat tau fragment), heparin-induced fibrillization, ThT fluorescence; Potency, µM (series often up to 57.4 µM), inactives show at the top dose activity, negative = inhibition, most hits filed as inhibitors; hit rate 2.1% among 270,000; AID 1460; also: % is scaled to controls: 0 for no effect and ±100 for the full control effect; nearly all actives have a fitted effect of over 55% in size
#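 Heparin-induced (20 uM) aggregation of recombinant human K18 P301L tau, 15 uM unlabeled with 0.24 uM labeled, pH 7 acetate buffer, 6 hr at 37 C with compound. Fibrils quantified by 30 uM ThT fluorescence after 1 hr ambient incubation.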
# * hit, by the source's call; i = inactive; ? = inconclusive; . = not tested or not shown; [ ] = dose if it differs, or a comment. Unless noted, calls follow the shape of the dose curve; as a rule, active = well fitted curve in the direction sought with a large enough effect; inconclusive = small, poorly fitted or top-dose-only effect, or another doubt; inactive = no such curve, though single readings can be large; an effect the other way counts as inactive or inconclusive. Potency is read from the fitted curve at half-maximal effect.
SMILES,Tau fluor cs,RECQ1 inh,Tau FP inhib,HTT cytoprotect,TRb-SRC2 inh,L3MBTL1 block,TR SRC2 fluor cs,Tau fibril ThT
O=C(Nc1cccc([N+](=O)[O-])c1)C(=O)N1CCCCC1,-8%,-6%,3%,-34%[inhibitor],8%,-5%,-3%,-4%
Cc1nn2c3c(cnc2c1-c1ccccc1)C(=O)CC(c1ccccc1)C3 (configuration not stated),-10%,-6%,2%,-20%,1%,2%,-5%,-10%
O=C(Nc1cccc(C(F)(F)F)c1)c1ccccc1NC(=O)C1CCCCC1,-4%,-5%,-11%,6%[10 µM],2%,9%,-4%,8%
CCOC(=O)Cc1csc(NC(=O)c2ccc(Br)s2)n1,8%,0%,7%,9%,6%,6%,-4%,11%
NNC(=O)CNc1ccccc1Cl,3%,14%,0%,2%[10 µM],3%[53 µM],-6%,-1%[53 µM],-2%
COC(=O)CCN(C(=O)c1cccc(OC(C)=O)c1)c1ccccn1,-3%,i,13%,9%,-4%,.,-2%,-2%
O=[N+]([O-])c1cc(/C=N/n2c(-c3cccnc3)n[nH]c2=S)ccc1Cl,-29%,2%,2%,-12%[1.9 µM],-2%,?,1%,?
CC1CCN(S(=O)(=O)c2ccc(N=NC3=C(O)CC(C)(C)CC3=O)cc2)CC1,-7%,i,3%,.,-8%,-2%,-1%,-5%
C[C@@H]1CC[C@H]2C(=O)O[C@H](CN=[N+]=[N-])CN2[C@@H]1c1ccc(Br)cc1,-4%[11.6 µM],i[11.5 µM],-5%[11.6 µM],-33%[inhibitor][10 µM],10%[11.2 µM],.,8%[11.2 µM],-2%[11.5 µM]
COc1ccc(Cl)cc1NC(=O)Cn1cc(S(=O)(=O)Cc2cccc(Cl)c2)c2ccccc21,-28%,.,?,.,15%,.,6%,4%
Cc1ccccc1NC(=O)Cn1nnc(S(=O)(=O)c2ccc(C(C)(C)C)cc2)c1N,-4%,-2%,-15%,.,1%,-13%,-1%,5%
Cc1ccc(-c2cc(=O)c3cc(C)ccc3[nH]2)cc1,-7%[126 µM],-11%[126 µM],4%[126 µM],-344%[inhibitor][96.6 µM],-1%[201 µM],0%,1%[201 µM],-9%[126 µM]
CN(Cc1ccccc1)C(=O)c1ccc2c(c1)NC(=O)C(N1CCOCC1)S2 (configuration not stated),-1%,i,-5%,-16%,0%,.,-3%,2%
Cc1ccc(C)c(N2CCN(C(=O)C3CCC(CNS(=O)(=O)c4cccs4)CC3)CC2)c1 (configuration not stated),-20%,.,7%,.,-3%,.,-1%,?
CCC1CCCCN1C(=O)CCc1nnc(Cc2cc(OC)ccc2OC)o1 (configuration not stated),2%,i,-3%,30%[10 µM],-2%,-3%,0%,0%
CC(C)=CCC/C(C)=C/CO/N=C1/C[C@@H](O)[C@@H](O)[C@@H]2[C@@H]3C(=O)N(C4CCCCC4)C(=O)[C@H]3CC[C@H]12,-3%[11.6 µM],-1%[11.5 µM],4%[11.6 µM],-5%[10 µM],-2%[11.2 µM],.,-4%[11.2 µM],-4%[11.5 µM]
COc1ccc(Cl)cc1NC(=O)CCCN1C(=O)CCC1=O,-19%,-2%,2%,-14%,1%,.,-1%,-19%
COc1ccccc1C1/C(=C(/O)c2ccccc2)C(=O)C(=O)N1CC(C)C (configuration not stated),7%,-11%,5%,-10%[10 µM],-12%,-11%,-1%,-7%
Cc1c(Cl)cccc1NC(=O)C1CCN(c2ncnc3c2nc2n3CCCCC2)CC1,-11%,.,-4%,.,-8%,.,20µM*[quencher],?
Clc1cc(Cl)c(OCc2nc(-c3ccccn3)no2)cc1Cl,-12%,2%,-8%,-40%[inhibitor],-7%,12%,-2%,?
Cn1cccc1Cc1nnc(SCC(=O)Nc2nc3ccccc3s2)n1CCc1ccccc1,0%,-10%,-10%,-51%[inhibitor],-10%,-5%,3%,-7%
CCn1c(=S)[nH]c2c(c1=O)C(C)(C)Cc1ccccc1-2,-20%,-10%,-6%,?,5%[53 µM],-6%,0%[53 µM],-7%
Nn1c(-c2ccc(O)cc2)nnc1-c1ccc(O)cc1,-7%,-19%,-6%,10%[10 µM],2%,.,-1%,.
CCOc1ccc2[nH]c(=O)c(CN(Cc3nnnn3Cc3ccco3)C3CCCCC3)cc2c1,-28%,-9%,?,-17%,14%,.,?,22µM*
O=[N+]([O-])c1cc(-c2nc(-c3ccccc3)no2)ccc1N1CCCCC1,-6%,.,-3%,.,2%,.,1%,1%

# Continued.
SMILES,Tau fluor cs,RECQ1 inh,Tau FP inhib,HTT cytoprotect,TRb-SRC2 inh,L3MBTL1 block,TR SRC2 fluor cs,Tau fibril ThT
ON=Cc1cccn1-c1ccccc1,6%,-5%,4%,6%,0%,-5%,-2%,3%
Cc1nc2cc(C(=O)O)ccc2n1-c1ccc(C(C)C)cc1,-7%,.,-4%,.,2%,.,-8%,-13%
CN1c2ccsc2C(=O)/C(=C\Nc2cccc(C(F)(F)F)c2)S1(=O)=O,-27%,i,?,7%[10 µM],1%,10%,-2%,-13%
COc1ccc(NC(=O)CN2CCN(CC(=O)Nc3ccc4c(c3)OCO4)CC2)cc1,0%,2%,4%,0%,11%,3%,-1%,-2%
Cn1ncc(Br)c1C(=O)NC1C2CC3CC(C2)CC1C3 (configuration not stated),6%,6%,6%,.,0%,-2%,-3%,5%
O=C(NCc1cccs1)C1CC(c2ccc(Cl)cc2)=NO1 (configuration not stated),-7%,-7%,-3%,-20%[10 µM],-1%,4%,0%,-1%
CCn1cc2nc(SCc3cccc(OC)c3)n(Cc3ccc(Cl)cc3)c(=O)c2n1,-19%,.,0%,.,-19%[53 µM],.,0.032µM*[quencher],-12%
COc1ccc(S(=O)(=O)N2CCN(C(=O)COc3ccc4c(C)cc(=O)oc4c3)CC2)cc1,-19%,-4%,-2%,-18%[0.074 µM],0%,5%,0%,-14%
CCC(C(=O)NCc1ccco1)N(C(=O)CNS(=O)(=O)c1ccccc1)c1ccc(OC)cc1 (configuration not stated),-4%,i,1%,9%,-1%,.,-8%,0%
COc1ccc(OCCCCn2c(C3CC(=O)N(c4cccc(Cl)c4)C3)nc3ccccc32)cc1 (configuration not stated),-19%,.,4%,.,5%,.,-1%,?
CC(Cc1ccccc1)NC(=O)C1CCCNC1=O (configuration not stated),-3%,-8%,1%,-4%,-15%,.,1%,0%
COc1ccc(-n2c(N)c(C(=O)NCC3CCCO3)sc2=S)cc1 (configuration not stated),-2%,i,7%,11%,0%,-1%,-5%,-6%
Cc1sc(-c2ccccn2)nc1OC(=O)c1ccc(Cl)cc1,-10%,-12%,-5%,0%[10 µM],-2%,10%,0%,-11%
Cc1nnc2n(Cc3ccccc3)c(=O)c3c4c(sc3n12)COC(C)(C)C4,1%,10%,-1%,-12%,11%,-7%,1%,-7%
Cc1ccc(Cl)cc1NC(=O)COCc1cc(-c2ccco2)on1,-8%,.,3%,.,-11%,.,?,-7%
O=C(NCc1ccncc1)C(=O)NCC(c1ccccc1)c1ccccc1,-2%,i,3%,-54%[inhibitor][10 µM],-9%,0%,-1%,-9%
CCCc1nc2sc3ccccc3c(=O)c2c(=O)n1Cc1ccco1,-22%,-26%,-6%,-25%[0.074 µM],0%,?,2%,-9%
COc1ccc(CCNC(=O)C2CCN(S(=O)(=O)c3ccc(-n4cnnn4)cc3)CC2)cc1OC,-10%,-10%,6%,-6%,-1%,.,0%,-9%
Cc1cc(NS(=O)(=O)c2ccc(-c3ccccc3)cc2)no1,-10%,6%,-2%,-2%[10 µM],-1%,.,-2%,-7%
O=c1[nH][nH]cc1C=NCc1cccc(C(F)(F)F)c1,-1%,i,2%,-23%,-4%,4%,1%,0%
CSc1ccc(CCNC(=O)CCc2c(C)nc3c(-c4ccccc4)c(C)nn3c2C)cc1,-12%,.,-4%,.,2%,.,6%,-8%
CC(=O)Nc1nnc2n1CCS2,5%,.,-4%,.,6%,.,-30%,1%
COc1cccc(Nc2nnc(SCC(=O)N3CC(C)OC(C)C3)s2)c1 (configuration not stated),-7%,0%,6%,-19%,0%,.,-4%,-6%
O=C(NCc1cccnc1)C(=O)NCC(c1ccco1)N1CCOCC1 (configuration not stated),7%,-2%,5%,-18%,1%,-19%,0%,6%
Nc1nc(Cl)cc(Sc2ccc3ccccc3c2)n1,-14%,i,-8%,-83%[inhibitor],-5%,3%,0%,-4%

# The listing continues:
SMILES,Tau fluor cs,RECQ1 inh,Tau FP inhib,HTT cytoprotect,TRb-SRC2 inh,L3MBTL1 block,TR SRC2 fluor cs,Tau fibril ThT
CCC(=O)NCCCCCCCCCNC(=O)CC,0%,-9%,-3%,-27%[10 µM],0%,11%,0%,-7%
COC(=O)c1noc(-c2ccc(OC)cc2)n1,-2%,0%,-2%,-3%,-5%,.,1%,-1%
Nc1nc2ccc(O)cc2s1,-5%,4%,-1%,0%[10 µM],4%,45%[activator],-1%,-10%
CCOC(=O)CN=C(NS(=O)(=O)c1ccc(Cl)cc1)c1ccccc1,-3%,-4%,-2%,6%[10 µM],-4%,-9%,0%,0%
CCOc1ccccc1NC(=O)Nc1ccccn1,-31%,0%,-7%,0%[10 µM],5%,.,1%,.
NC(=O)CC(NC(=O)c1cccc(Br)c1)c1ccc(NCCN2CCOCC2)c([N+](=O)[O-])c1 (configuration not stated),15%,-1%,7%,25%[10 µM],-4%,.,0%,-7%
Cc1c(C(=O)NCc2cccs2)oc2ccccc12,4%,-15%,-2%,3%[0.074 µM],0%,-6%[11.4 µM],0%,9%

# 3 successive compounds out of the list so far:
SMILES,Tau fluor cs,RECQ1 inh,Tau FP inhib,HTT cytoprotect,TRb-SRC2 inh,L3MBTL1 block,TR SRC2 fluor cs,Tau fibril ThT
COC(=O)c1noc(-c2ccc(OC)cc2)n1,-2%,0%,-2%,-3%,-5%,.,1%,-1%
Nc1nc2ccc(O)cc2s1,-5%,4%,-1%,0%[10 µM],4%,45%[activator],-1%,-10%
CCOC(=O)CN=C(NS(=O)(=O)c1ccc(Cl)cc1)c1ccccc1,-3%,-4%,-2%,6%[10 µM],-4%,-9%,0%,0%

# This is a subset, so the mix of outcomes need not match the whole.
